XBP1 UPR activ: activators of adaptive XBP1 UPR arm, primary screen, cell-based, CHO-XBP1 luciferase reporter, luminescence, uHTS | 330,000 compounds, 0.33% hits | IRE1-XBP1 UPR activation; percent of tunicamycin response, DMSO as zero | activation, % at 20 µM;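 active means versus positive control, 20 µM dose yields 30% or more activation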;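 further: 100% = tunicamycin at 10 µg/mL and 0% = DMSO only wells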
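incubation = overnight seeding at 37 °C, 6 h compound treatment at 37 °C | assay system = CHO-XBP1 cells stably carrying IRE1-XBP1-driven luciferase reporter | input = 1000 cells per well | detection = luciferase luminescence | dosing = single point, 20 µM final compound, 1% DMSO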
CHOP UPR activ: activators of apoptotic CHOP UPR arm, primary screen, cell-based, CHO-CHOP luciferase reporter, luminescence, uHTS | AID 449763, 2010 | activation, % at 10 µM | 330,000 compounds, 0.34% hits | UPR activation; percent of tunicamycin response over DMSO baseline;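 active means at 10 µM dose, activation of 40% or more, normalized to positive control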;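 further: 100% = tunicamycin at 10 µg/mL and 0% = DMSO alone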
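Dosing – one dose, 10 µM in 0.5% DMSO · System – CHO-CHOP cells, stable luciferase reporter of PERK-eIF2a-CHOP signalling · Input – 500 cells/well · Control set – tunicamycin 10 µg/mL final as positive, DMSO-only wells as negative · Timing – 6 h compound treatment, 37 °C · Measure – % activation vs tunicamycin · Technique – luminescence read with Steady-Glo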
Mdm2-MdmX inh: inhibitors of human Mdm2-MdmX association, primary screen, cell-based, luminescence, split luciferase, SaOS-2, uHTS; Protein Mdm4 (Homo sapiens) + E3 ubiquitin-protein ligase Mdm2 (Homo sapiens), …; SaOS-2 split-luciferase Mdm2/MdmX complementation; inhibition, % at 8 µM; 330,000 compounds, 3% hits;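 active means inhibition of at least 50% at 8 µM in the primary screen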
Target sequence (O15151 whole entry, looked up): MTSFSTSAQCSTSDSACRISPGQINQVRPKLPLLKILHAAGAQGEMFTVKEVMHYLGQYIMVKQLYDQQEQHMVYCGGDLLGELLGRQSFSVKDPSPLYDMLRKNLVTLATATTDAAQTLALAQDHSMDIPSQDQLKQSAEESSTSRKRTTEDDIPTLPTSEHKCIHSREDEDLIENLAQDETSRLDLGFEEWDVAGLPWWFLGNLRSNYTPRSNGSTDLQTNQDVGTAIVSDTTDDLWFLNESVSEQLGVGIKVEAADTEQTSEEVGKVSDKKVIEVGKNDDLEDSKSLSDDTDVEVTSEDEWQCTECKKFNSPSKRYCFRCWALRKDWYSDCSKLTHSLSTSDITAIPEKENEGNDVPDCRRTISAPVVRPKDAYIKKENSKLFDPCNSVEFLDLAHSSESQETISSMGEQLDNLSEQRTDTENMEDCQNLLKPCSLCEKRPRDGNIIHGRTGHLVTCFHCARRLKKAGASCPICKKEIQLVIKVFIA
Target sequence (Q00987 whole entry, looked up): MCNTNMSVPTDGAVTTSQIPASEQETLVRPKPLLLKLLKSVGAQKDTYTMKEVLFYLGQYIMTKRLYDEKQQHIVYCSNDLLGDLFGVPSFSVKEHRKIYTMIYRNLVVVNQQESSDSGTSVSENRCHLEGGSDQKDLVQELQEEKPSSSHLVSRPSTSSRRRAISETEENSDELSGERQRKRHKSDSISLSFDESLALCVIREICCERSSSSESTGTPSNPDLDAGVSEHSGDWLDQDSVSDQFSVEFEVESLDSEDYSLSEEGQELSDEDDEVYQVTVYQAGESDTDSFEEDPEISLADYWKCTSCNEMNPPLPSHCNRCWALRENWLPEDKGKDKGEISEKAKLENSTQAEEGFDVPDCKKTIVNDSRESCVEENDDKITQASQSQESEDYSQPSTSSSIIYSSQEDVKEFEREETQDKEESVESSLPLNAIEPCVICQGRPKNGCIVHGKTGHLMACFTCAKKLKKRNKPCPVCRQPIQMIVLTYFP
APJ agonist: agonists of human apelin receptor APJ, primary screen, CHO-K1 cells, PathHunter beta-arrestin, luminescence | P35414 | 0% DMSO wells, 100% apelin | activation, % at 20 µM | 330,000 compounds, 0.11% hits | AID 2520, 2010;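 active means activation more than six SD over the plate average, tested at 20 µM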;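 further: 0% = DMSO alone and 100% = apelin-13 at 10 nM; some results filed as inactive read as strong as hits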
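Test system: CHO-K1 APJ beta-arrestin complementation cell line. Amount: cell density 1000 per well. Controls: DMSO negative, 10 nM Apelin-13 positive. Signal: luminescent beta-gal fragment complementation, chemiluminescent substrate. Read-out basis: agonist-driven arrestin binding to APJ. Timing: compound stimulation 90 min at 25 °C, detection 60 min.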
tim23-1 inh: growth inhibitors of tim23-1 mutant yeast, primary screen, luminescence, uHTS; 330,000 compounds, 1.3% hits; S. cerevisiae tim23-1 growth, BacTiter-Glo luminescence, 24 h; inhibition, % at 20 µM;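 active means growth inhibition of the mutant yeast at or above 50%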;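 further: temperature-sensitive mutant grown at 25 °C; plate controls were DMSO-treated mutant yeast for no effect and medium wells lacking yeast for full effect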
CXCR6 inh: CXCR6 receptor inhibitors, primary screen, cell-based, beta-arrestin, luminescence, CHO-K1 PathHunter, 1536-well | C-X-C chemokine receptor type 6 (Homo sapiens), O00574 | inhibition, % at 20 µM | 360,000 compounds, 0.36% hits | AID 602244, 2012; in the data active means inhibition above about 34%, passing the limit was not always enough;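 further: antagonist mode with CXCL16 agonist at 10 nM final; 0% = 10 nM CXCL16 with DMSO and 100% = unstimulated wells without agonist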
EBI2 block: EBI2 receptor antagonists, beta-arrestin recruitment, primary screen, cell-based, luminescence, 7a,25-OHC stimulation, uHTS; G-protein coupled receptor 183 (Homo sapiens), P32249; 7a,25-OHC stimulated; inhibition, % at 5 µM; 360,000 compounds, 0.81% hits; in the data active means inhibition above about 38%;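 further: enzyme fragment complementation signal reports receptor beta-arrestin coupling in cells; 0% = agonist plus DMSO wells and 100% = wells without agonist; some results beyond the cut were filed as inactive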
APJ antag: antagonists of human apelin receptor APJ, primary screen, CHO-K1 cells, beta-arrestin complementation, luminescence | P35414 | inhibition, % at 20 µM | 330,000 compounds, 0.32% hits | AID 2521, 2010;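 active means inhibition above about 40% at 20 µM, limit read from the data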;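 further: cells challenged with 10 nM apelin-13 agonist together with compound; plate controls were apelin-13 plus DMSO wells for no effect and DMSO wells lacking apelin-13 for full effect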
CCR6 antagonist: CCR6 receptor antagonists, primary screen, cell-based, CHO-K1, luminescence, beta-arrestin, uHTS | C-C chemokine receptor type 6 (Homo sapiens), P51684 | inhibition, % at 20 µM | CHO-K1 CCR6 PathHunter beta-arrestin, CCL20-stimulated | 340,000 compounds, 0.49% hits;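 active means compounds whose inhibition of the agonist-driven luminescence signal at 20 µM reaches about 50%, limit read from the data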;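 further: cells stimulated with CCL20 at 14 nM final; plate controls were DMSO with CCL20 for no effect and DMSO without agonist for full effect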
Numbers without * were called inactive. This is a subset. The share of hits here may be higher or lower than overall.

Results for N/C(Cc1ccc(Cl)cc1Cl)=N\OC(=O)c1ccccc1F ?
XBP1 UPR activ: -3; CHOP UPR activ: 2.6; Mdm2-MdmX inh: -8; APJ agonist: 8; tim23-1 inh: 65*; CXCR6 inh: -22; EBI2 block: 7; APJ antag: -30; CCR6 antagonist: -8

What do the screens show for `O=C(Nc1cccc(Cl)c1)c1ccc(Cn2cc(Cl)cn2)cc1`?
XBP1 UPR activ: 1; CHOP UPR activ: 5.4; Mdm2-MdmX inh: 15; APJ agonist: -2; tim23-1 inh: 68*; CXCR6 inh: -11; EBI2 block: 3; APJ antag: -5; CCR6 antagonist: -1

Results for CC1(C)CC(=O)N(c2ccc(Cl)c(Cl)c2)C(=O)C1 ?
XBP1 UPR activ: -2; CHOP UPR activ: 2.3; Mdm2-MdmX inh: -25; APJ agonist: -3; tim23-1 inh: 2; CXCR6 inh: 0; EBI2 block: -4; APJ antag: 8; CCR6 antagonist: 6

What do the screens show for `COc1ccc(-c2[nH]ncc2CN2CCC(OCc3ccccn3)CC2)c(F)c1`?
XBP1 UPR activ: -3; CHOP UPR activ: 2.0; Mdm2-MdmX inh: 9; APJ agonist: -2; tim23-1 inh: 0; CXCR6 inh: -6; EBI2 block: 0; APJ antag: 23; CCR6 antagonist: 4

Results for CCc1nc2c(cnn2-c2ccc(Cl)cc2)c(=O)n1-c1ccc(OC)cc1 ?
XBP1 UPR activ: 5; CHOP UPR activ: 1.4; Mdm2-MdmX inh: 19; APJ agonist: 2; tim23-1 inh: 6; CXCR6 inh: 7; EBI2 block: 11; APJ antag: 4; CCR6 antagonist: 23

What do the screens show for `Cc1ccc(/C=C2\C(=O)Nc3ccccc32)o1`?
XBP1 UPR activ: 2; CHOP UPR activ: 0.8; Mdm2-MdmX inh: 7; APJ agonist: -1; tim23-1 inh: 14; CXCR6 inh: 4; EBI2 block: -1; APJ antag: -8; CCR6 antagonist: 5

How did COc1ccccc1NC(=O)CSc1nnnn1-c1ccc(C)cc1 do in these assays?
XBP1 UPR activ: 0; CHOP UPR activ: 0.0; Mdm2-MdmX inh: 30; APJ agonist: -6; tim23-1 inh: 15; CXCR6 inh: -4; EBI2 block: 5; APJ antag: 19; CCR6 antagonist: 6

What do the screens show for `O=C(NCc1ccc2c(c1)OCO2)C1CCN(c2nccc(C(F)(F)F)n2)CC1`?
XBP1 UPR activ: -3; CHOP UPR activ: -1.1; Mdm2-MdmX inh: 0; APJ agonist: -2; tim23-1 inh: 8; CXCR6 inh: 0; EBI2 block: -7; APJ antag: 8; CCR6 antagonist: 2

What do the screens show for `O=C(/C=C\c1cn(-c2ccccc2)nc1-c1ccccc1)Nc1nccs1`?
XBP1 UPR activ: 106*; CHOP UPR activ: 51*; Mdm2-MdmX inh: 84*; APJ agonist: 0; tim23-1 inh: -22; CXCR6 inh: -7; EBI2 block: 18; APJ antag: -10; CCR6 antagonist: -2

How did O=C(COC(=O)c1cccs1)Nc1ccccc1Cl do in these assays?
XBP1 UPR activ: 0; CHOP UPR activ: 1.5; Mdm2-MdmX inh: -2; APJ agonist: -2; tim23-1 inh: -5; CXCR6 inh: 12; EBI2 block: 4; APJ antag: 5; CCR6 antagonist: 10

How did COc1ccccc1C(=O)N1CCC(N2CCN(c3ccccc3OC)CC2)CC1 do in these assays?
XBP1 UPR activ: -2; CHOP UPR activ: 0.9; Mdm2-MdmX inh: 17; APJ agonist: -3; tim23-1 inh: 14; CXCR6 inh: -6; EBI2 block: 6; APJ antag: -5; CCR6 antagonist: -5

How did CC(=O)Oc1cccc(N2C(=O)c3ccc(C(=O)Nc4cccnc4)cc3C2=O)c1 do in these assays?
XBP1 UPR activ: -2; CHOP UPR activ: 2.4; Mdm2-MdmX inh: -15; APJ agonist: -3; tim23-1 inh: -5; CXCR6 inh: 2; EBI2 block: 3; APJ antag: 18; CCR6 antagonist: 16

How did Cc1nc(C(C)N(C)Cc2nc(-c3ccc4c(c3)OCO4)no2)c(C)s1 (stereo not given) do in these assays?
XBP1 UPR activ: -3; CHOP UPR activ: 1.7; Mdm2-MdmX inh: 0; APJ agonist: -1; tim23-1 inh: 5; CXCR6 inh: -1; EBI2 block: -2; APJ antag: -8; CCR6 antagonist: -9

Results for Cc1ccc(S(=O)(=O)N2CC(O)CC2C(=O)Nc2ccc3c(c2)CCC3)cc1 (stereo not given) ?
XBP1 UPR activ: -1; CHOP UPR activ: 0.7; Mdm2-MdmX inh: 17; APJ agonist: -4; tim23-1 inh: 17; CXCR6 inh: -5; EBI2 block: -12; APJ antag: 10; CCR6 antagonist: 8

Results for COC(=O)C1=C(O)/C(=C\c2ccc(CNC(=O)C(=O)Nc3ccc(C)cc3)o2)N=C1C ?
XBP1 UPR activ: -4; CHOP UPR activ: 3.0; Mdm2-MdmX inh: 18; APJ agonist: -6; tim23-1 inh: 7; CXCR6 inh: 4; EBI2 block: -9; APJ antag: 8; CCR6 antagonist: 22

What do the screens show for `Cc1[nH]c2ccc(F)cc2c1CCN(Cc1cccnc1)C(=S)Nc1ccc(F)cc1`?
XBP1 UPR activ: -6; CHOP UPR activ: 1.3; Mdm2-MdmX inh: 28; APJ agonist: -2; tim23-1 inh: 16; CXCR6 inh: -1; EBI2 block: 6; APJ antag: 11; CCR6 antagonist: 5

What do the screens show for `O=C(COc1ccccc1F)NCC(c1ccco1)N1CCCC1` (stereo not given)?
XBP1 UPR activ: -5; CHOP UPR activ: -1.2; Mdm2-MdmX inh: 18; APJ agonist: -2; tim23-1 inh: 13; CXCR6 inh: 1; EBI2 block: -5; APJ antag: 8; CCR6 antagonist: 12

How did COc1ccc(-c2cc3c(=O)n(CC(=O)N4CCCCC4)ncn3n2)cc1 do in these assays?
XBP1 UPR activ: -3; CHOP UPR activ: 5.4; Mdm2-MdmX inh: 4; APJ agonist: 1; tim23-1 inh: -5; CXCR6 inh: -3; EBI2 block: -7; APJ antag: 2; CCR6 antagonist: -3

How did O=S(=O)(Nn1cnnc1)c1ccc2ccccc2c1 do in these assays?
XBP1 UPR activ: 4; CHOP UPR activ: -1.6; Mdm2-MdmX inh: 15; APJ agonist: -2; tim23-1 inh: 5; CXCR6 inh: 2; EBI2 block: -11; APJ antag: -18; CCR6 antagonist: 12

What do the screens show for `O=C(NCCN1CCOCC1)c1ccc(S(=O)(=O)Nc2ccccc2)cc1`?
XBP1 UPR activ: 0; CHOP UPR activ: 1.5; Mdm2-MdmX inh: -4; APJ agonist: -2; tim23-1 inh: -7; CXCR6 inh: 4; EBI2 block: -11; APJ antag: -6; CCR6 antagonist: 11

What do the screens show for `CC(C)(Oc1ccc(Cl)cc1)C(=O)Nc1ccc2oc(-c3ccncc3)nc2c1`?
XBP1 UPR activ: -2; CHOP UPR activ: -0.4; Mdm2-MdmX inh: 9; APJ agonist: 10; tim23-1 inh: 4; CXCR6 inh: -4; EBI2 block: 11; APJ antag: 4; CCR6 antagonist: 16

How did O=C(O)CC1S/C(=N\N=C/c2ccccc2)N(c2ccc(O)cc2)C1=O (stereo not given) do in these assays?
XBP1 UPR activ: -5; CHOP UPR activ: 5.1; Mdm2-MdmX inh: 15; APJ agonist: -4; tim23-1 inh: -5; CXCR6 inh: 2; EBI2 block: -3; APJ antag: 4; CCR6 antagonist: 17

How did CCn1c(SC(C)C(=O)OC)nnc1-c1c[nH]c2ccccc12 (stereo not given) do in these assays?
XBP1 UPR activ: -2; CHOP UPR activ: 0.8; Mdm2-MdmX inh: -16; APJ agonist: 7; tim23-1 inh: 6; CXCR6 inh: -4; EBI2 block: 0; APJ antag: -3; CCR6 antagonist: 7

How did CC(=O)Nc1ccc(NC(=O)C2CCCN(c3nnc(-n4cccc4)s3)C2)cc1 (stereo not given) do in these assays?
XBP1 UPR activ: -3; CHOP UPR activ: -3.9; Mdm2-MdmX inh: 21; APJ agonist: -2; tim23-1 inh: 3; CXCR6 inh: 11; EBI2 block: -3; APJ antag: -16; CCR6 antagonist: -12

How did Cc1ccc(C2=NN(S(C)(=O)=O)C(c3cccs3)C2)cc1 (stereo not given) do in these assays?
XBP1 UPR activ: 8; CHOP UPR activ: 2.0; Mdm2-MdmX inh: -80; APJ agonist: -2; tim23-1 inh: 15; CXCR6 inh: 0; EBI2 block: -3; APJ antag: 1; CCR6 antagonist: 19

How did O=C(CNC(=O)C1CCCCC1)NNC(=O)c1ccccc1Br do in these assays?
XBP1 UPR activ: -8; CHOP UPR activ: -0.8; Mdm2-MdmX inh: 6; APJ agonist: -2; tim23-1 inh: -16; CXCR6 inh: -3; EBI2 block: 2; APJ antag: -8; CCR6 antagonist: 3

Results for Cc1[nH]c2ccccc2c1C(=O)C(=O)N1CCOCC1 ?
XBP1 UPR activ: 0; CHOP UPR activ: -2.0; Mdm2-MdmX inh: 17; APJ agonist: -2; tim23-1 inh: -2; CXCR6 inh: -3; EBI2 block: -7; APJ antag: -2; CCR6 antagonist: 6

How did Cc1cc(N2CCN(c3ccccc3)CC2)nc(-c2ccccc2O)n1 do in these assays?
XBP1 UPR activ: -2; CHOP UPR activ: -0.3; Mdm2-MdmX inh: -9; APJ agonist: -1; tim23-1 inh: -189; CXCR6 inh: 1; EBI2 block: -12; APJ antag: -26; CCR6 antagonist: 6

What do the screens show for `CCOC(=O)c1cnn(-c2ncnc3c2cnn3C)c1N`?
XBP1 UPR activ: 8; CHOP UPR activ: 5.7; Mdm2-MdmX inh: -11; APJ agonist: 0; tim23-1 inh: 13; CXCR6 inh: -2; EBI2 block: 2; APJ antag: 17; CCR6 antagonist: 0

How did CN(C(=O)CCc1nc2ccccc2c(=O)[nH]1)C1CCS(=O)(=O)C1 (stereo not given) do in these assays?
XBP1 UPR activ: 0; CHOP UPR activ: 0.1; Mdm2-MdmX inh: 19; APJ agonist: -1; tim23-1 inh: -4; CXCR6 inh: 9; EBI2 block: 3; APJ antag: 23; CCR6 antagonist: 2

How did Cc1nc([N+](=O)[O-])cn1CC(=O)Nc1ccc([N+](=O)[O-])cc1 do in these assays?
XBP1 UPR activ: -4; CHOP UPR activ: 1.0; Mdm2-MdmX inh: 6; APJ agonist: -1; tim23-1 inh: -15; CXCR6 inh: -8; EBI2 block: -5; APJ antag: -4; CCR6 antagonist: 3

What do the screens show for `Cc1cccnc1NC(=O)Nc1ccccc1`?
XBP1 UPR activ: 2; CHOP UPR activ: 5.3; Mdm2-MdmX inh: -14; APJ agonist: -2; tim23-1 inh: 7; CXCR6 inh: 5; EBI2 block: 0; APJ antag: -2; CCR6 antagonist: 12

High-throughput results (PubChem BioAssay)
